High-throughput results: PubChem, The Scripps Research Institute Molecular Screening Center
PAD4 inh – PAD4 (human) enzyme inhibition. Q9UM07. recombinant PAD4, RCA probe fluorescence polarization. inhibition, % at 6.36 µM. 330,000 compounds, 0.41% hits;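 active = percent inhibition above a cutoff equal to the mean of all tested compounds plus 3 SD, cut at about 15% in these data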;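 note: 0% = PAD4 with RCA probe and DMSO and 100% = probe without PAD4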
GSTO1 inh – GSTO1 inhibition, counter-screen for RBBP9 inhibitors | recombinant GSTO1, activity-based probe fluorescence polarization | inhibition, % at 5.96 µM | P78417 | 300,000 compounds, 1.1% hits;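 active = inhibition above the campaign mean inhibition plus 3 SD, cut at about 35% in these data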;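 note: 0% = GSTO1-1 with DMSO and 100% = wells lacking GSTO1-1 enzyme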
Target sequence (P78417 whole entry, looked up): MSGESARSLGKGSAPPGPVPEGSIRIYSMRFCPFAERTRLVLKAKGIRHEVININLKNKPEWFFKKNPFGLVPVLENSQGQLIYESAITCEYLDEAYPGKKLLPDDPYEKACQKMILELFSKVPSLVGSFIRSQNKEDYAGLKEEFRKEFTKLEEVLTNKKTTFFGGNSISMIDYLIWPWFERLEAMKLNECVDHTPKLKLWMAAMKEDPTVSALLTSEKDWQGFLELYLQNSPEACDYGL
PAFAH1B3 inh – inhibitors of human PAFAH1B3. 340,000 compounds, 0.28% hits. Q15102. inhibition, % at 3.39 µM. recombinant PAFAH1B3, FP-rhodamine probe, fluorescence polarization;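 active = inhibition above the screen-wide average of all tested compounds plus 3 SD, cut at about 25% in these data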;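 note: 0% = enzyme with DMSO only and 100% = wells lacking PAFAH1B3 protein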
Target sequence (Q15102 whole entry, looked up): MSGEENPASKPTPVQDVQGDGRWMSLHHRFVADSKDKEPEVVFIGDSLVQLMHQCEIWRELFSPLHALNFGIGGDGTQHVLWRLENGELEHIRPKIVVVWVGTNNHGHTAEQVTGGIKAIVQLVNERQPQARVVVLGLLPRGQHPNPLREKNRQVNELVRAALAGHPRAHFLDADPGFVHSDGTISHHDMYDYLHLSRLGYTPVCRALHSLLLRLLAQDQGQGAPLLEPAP
LYPLA1 inh – LYPLA1 (human) inhibition in PME1 counter-screen; recombinant LYPLA1, FP-Rh probe fluorescence polarization; 320,000 compounds, 0.16% hits; O75608; inhibition, % at 5.9 µM;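 active = inhibition above the mean of all tested compounds plus 3 SD, set per campaign, cut at about 14% in these data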;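 note: inhibitors block serine hydrolase probe labeling of LYPLA1 so polarization falls; 0% = enzyme with DMSO and 100% = wells lacking LYPLA1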
Target sequence (O75608 whole entry, looked up): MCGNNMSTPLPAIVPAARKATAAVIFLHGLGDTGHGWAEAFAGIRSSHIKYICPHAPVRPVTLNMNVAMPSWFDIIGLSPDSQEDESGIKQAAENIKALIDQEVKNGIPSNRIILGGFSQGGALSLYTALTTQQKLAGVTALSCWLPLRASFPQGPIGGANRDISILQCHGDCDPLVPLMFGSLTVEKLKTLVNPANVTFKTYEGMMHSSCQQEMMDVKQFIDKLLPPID
PREPL inhibitor – human PREPL enzyme inhibition. Q4J6C6. recombinant PREPL, fluorescence polarization activity-based probe. inhibition, % at 5.96 µM. 320,000 compounds, 0.68% hits. AID 2751; in the data active = inhibition above about 43%;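 note: 0% = enzyme with DMSO and 100% = wells lacking enzyme; many of its hits are not listed in these tables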
PAFAH2 inh – PAFAH2 (human) inhibition; AID 492956; recombinant PAFAH2, FP-rhodamine activity probe, fluorescence polarization; 340,000 compounds, 0.99% hits; inhibition, % at 3.39 µM; Q99487;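 active = inhibition above the mean over all tested compounds plus 3 SD, cut at about 30% in these data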;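 note: inhibitors block probe labeling of enzyme so polarization drops; 0% = enzyme with DMSO and 100% = wells lacking PAFAH2 protein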
EBNA-1 inh – blocks EBNA-1 binding to DNA; EBNA-1 DNA binding, fluorescence polarization; inhibition, % at 14.8 µM; 300,000 compounds, 0.34% hits; in the data active = inhibition above about 28%
LYPLA2 inh – LYPLA2 (human) inhibition in PME1 counter-screen; recombinant LYPLA2, FP-Rh probe fluorescence polarization; inhibition, % at 5.9 µM; 320,000 compounds, 0.38% hits; AID 2177;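 active = inhibition above the screen-wide mean plus 3 SD, limit set per campaign, cut at about 26% in these data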;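 note: 0% = LYPLA2 with DMSO and 100% = wells lacking LYPLA2 enzyme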
Target sequence (O95372 whole entry, looked up): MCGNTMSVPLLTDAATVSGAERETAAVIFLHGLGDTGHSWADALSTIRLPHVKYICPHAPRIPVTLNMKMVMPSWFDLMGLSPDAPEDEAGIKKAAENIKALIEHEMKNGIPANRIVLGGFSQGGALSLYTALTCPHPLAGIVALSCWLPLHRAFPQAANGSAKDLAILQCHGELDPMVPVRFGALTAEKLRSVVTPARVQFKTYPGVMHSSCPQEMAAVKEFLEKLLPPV
ZTA DNA inh – counter-screen for EBNA-1 inhibitors: inhibitors of Epstein-Barr virus ZTA; ZTA-DNA binding, fluorescence polarization; inhibition, % at 11 µM; 320,000 compounds, 0.15% hits; P03206; in the data active = inhibition above about 33%
* marks the source's active call; other numbers are inactive results; · = no result given. An excerpt. The share of hits here may be higher or lower than overall.

Key to letters: A = PAD4 inh; B = GSTO1 inh; C = PAFAH1B3 inh; D = LYPLA1 inh; E = PREPL inhibitor; F = PAFAH2 inh; G = EBNA-1 inh; H = LYPLA2 inh; I = ZTA DNA inh
CCSc1nnc(NC(=O)CCNS(=O)(=O)c2ccccc2F)s1
  A = 2; B = 2; C = 4; D = -3; E = -5; F = -1; G = 1; H = 3; I = 5
Cc1ccc(O)c(C2=NOC(O)(C(F)(F)C(F)F)C2)c1 (stereo not drawn)
  A = 3; B = 8; C = 2; D = -5; E = -2; F = -1; G = 4; H = 1; I = 4
Cc1cc2c(c(=O)o1)C(Cc1ccccc1)C(C#N)=C(N)O2 (stereo not drawn)
  A = -1; B = -3; C = 7; D = 1; E = 4; F = 2; G = 4; H = 5; I = 11
COC(=O)Cn1c2ccc(F)cc2c2nc(C)sc21
  A = -9; B = 1; C = 4; D = 3; E = 6; F = 4; G = -15; H = 2; I = -21
Cc1ccc2nc(-c3cccc(Br)c3)cc(C(=O)Nn3cnnc3)c2c1
  A = -4; B = -17; C = 8; D = -1; E = 11; F = 2; G = -4; H = 0; I = -7
CC1CC(=O)N(CC(=O)N2CCCC2)c2ccccc2S1 (stereo not drawn)
  A = -6; B = -2; C = -3; D = 0; E = 5; F = -5; G = -1; H = -2; I = -4
CCOC(=O)c1cc2c(=O)n3ccccc3nc2n(CCCOC)c1=NC(C)=O
  A = 1; B = -1; C = 2; D = 1; E = 4; F = -11; G = 1; H = 0; I = 18
O=C(CSc1nccn1Cc1ccco1)Nc1cccc(F)c1
  A = 0; B = 7; C = 3; D = 5; E = -6; F = -5; G = 18; H = 1; I = 3
CCn1c(=O)c2c(nc3n2CCN3c2ccccc2)n(C)c1=O
  A = -1; B = 15; C = 3; D = 0; E = 2; F = 3; G = -3; H = 4; I = -3
CCN(CC)c1c2c(c(C#N)c3nc4ccccc4n13)CCC2
  A = -3; B = -3; C = 6; D = 0; E = 8; F = -7; G = 1; H = 4; I = -4
Cc1ccc(NC(=O)CNC(=O)OCc2ccccc2)cc1C
  A = 2; B = 3; C = 8; D = 0; E = -16; F = -4; G = 5; H = 0; I = 4
CCOC(=O)c1sc(NC(=S)NC(=O)C2CC2)cc1C
  A = -3; B = 3; C = 4; D = -1; E = 2; F = 0; G = 2; H = 4; I = -2
O=C(COc1ccccc1)NCc1ccc(-n2cccc2)cc1
  A = -2; B = 8; C = 1; D = -1; E = -9; F = 3; G = 92*; H = 6; I = -6
NS(=O)(=O)c1ccc(N2CCOCC2)c(C(=O)NCCCSc2ccccc2)c1
  A = 1; B = ·; C = 2; D = -1; E = 11; F = 4; G = ·; H = -3; I = -10
COc1ccccc1N(CC(=O)Nc1ccccc1C(=O)NCC(C)C)S(C)(=O)=O
  A = -1; B = 4; C = 13; D = -1; E = -1; F = 3; G = 11; H = 2; I = -4
Cc1ccc(NC(=O)c2c(C)noc2C)cc1S(=O)(=O)N1CCOCC1
  A = -1; B = ·; C = 6; D = ·; E = 23; F = 4; G = ·; H = ·; I = ·
Cc1cccc(C)c1NC(=O)COC(=O)c1ccccc1Nc1ccccc1
  A = -4; B = -6; C = -1; D = -3; E = 2; F = -9; G = 5; H = -7; I = 8
C#CCSc1nc2ccccc2n1C(=O)c1ccc(S(=O)(=O)N2CCCCC2)cc1
  A = 1; B = 4; C = 5; D = 1; E = -3; F = -1; G = 7; H = 8; I = 2
C=CCNC(=O)c1ccc2c(c1)S(=O)(=O)c1ccccc1C2=O
  A = 1; B = 3; C = 1; D = 0; E = 15; F = 1; G = -11; H = 2; I = -2
CCC(=O)Nc1ccc2c(c1)nc(CN1CCN(C(C)=O)CC1)n2C
  A = -5; B = 3; C = 3; D = -1; E = -1; F = 10; G = 6; H = 1; I = 20
Cc1nn(C)c2ncc(C(=O)c3ccccc3O)cc12
  A = 2; B = 0; C = 7; D = 11; E = -4; F = -1; G = 1; H = 6; I = -20
O=C(CCl)Nc1ccc(Oc2cnc3ccccc3n2)cc1
  A = 1; B = 86*; C = 10; D = 1; E = 4; F = -3; G = 9; H = 5; I = 16
COCCCC1CCN(Cc2cn[nH]c2-c2cc(OC)c(OC)c(OC)c2)CC1
  A = 1; B = 2; C = 0; D = 1; E = 28; F = 2; G = -2; H = 6; I = 4
Cc1cc(-c2ccccc2)nc(N/N=C/c2ccccc2)n1
  A = -5; B = -1; C = 12; D = 5; E = 13; F = 3; G = 6; H = -4; I = 3
COC(=O)c1c(-c2cccs2)csc1NC(=O)c1cccnc1
  A = 0; B = -15; C = 2; D = -9; E = -33; F = 9; G = -12; H = -8; I = 4
Cc1cc([N+](=O)[O-])cc2c1NC(=O)C2(O)N1CCOCC1 (stereo not drawn)
  A = -5; B = 38*; C = 11; D = -1; E = 3; F = -1; G = 3; H = 3; I = -8
CC(C)N(C(C)C)S(=O)(=O)c1ccc(N2CCc3ccccc3C2)nc1
  A = -2; B = -1; C = 10; D = -2; E = 9; F = 13; G = -3; H = 7; I = 1
CN(CC(=O)Nc1cccc(F)c1)C(=O)c1ccc(S(=O)(=O)N2CCCC2)cc1
  A = -26; B = ·; C = 8; D = 1; E = 6; F = 7; G = ·; H = 2; I = 1
Cc1ccc(-c2nnc(Nc3ccc(C(N)=O)cc3)c3ccccc23)cc1S(=O)(=O)NCC1CCCO1 (stereo not drawn)
  A = 3; B = -22; C = 0; D = -7; E = 9; F = 10; G = -6; H = -13; I = -15
O=C(Nc1nc2ccccc2s1)C1CC(=O)N(c2ccc(Cl)cc2)C1 (stereo not drawn)
  A = -2; B = 7; C = 4; D = -6; E = -18; F = -6; G = -8; H = 1; I = 7

Eight of the compounds above, in markdown.
| compound | PAD4 inh | GSTO1 inh | PAFAH1B3 inh | LYPLA1 inh | PREPL inhibitor | PAFAH2 inh | EBNA-1 inh | LYPLA2 inh | ZTA DNA inh |
| --- | --- | --- | --- | --- | --- | --- | --- | --- | --- |
| COCCCC1CCN(Cc2cn[nH]c2-c2cc(OC)c(OC)c(OC)c2)CC1 | 1 | 2 | 0 | 1 | 28 | 2 | -2 | 6 | 4 |
| Cc1cc(-c2ccccc2)nc(N/N=C/c2ccccc2)n1 | -5 | -1 | 12 | 5 | 13 | 3 | 6 | -4 | 3 |
| COC(=O)c1c(-c2cccs2)csc1NC(=O)c1cccnc1 | 0 | -15 | 2 | -9 | -33 | 9 | -12 | -8 | 4 |
| Cc1cc([N+](=O)[O-])cc2c1NC(=O)C2(O)N1CCOCC1 (stereo not drawn) | -5 | 38* | 11 | -1 | 3 | -1 | 3 | 3 | -8 |
| CC(C)N(C(C)C)S(=O)(=O)c1ccc(N2CCc3ccccc3C2)nc1 | -2 | -1 | 10 | -2 | 9 | 13 | -3 | 7 | 1 |
| CN(CC(=O)Nc1cccc(F)c1)C(=O)c1ccc(S(=O)(=O)N2CCCC2)cc1 | -26 | · | 8 | 1 | 6 | 7 | · | 2 | 1 |
| Cc1ccc(-c2nnc(Nc3ccc(C(N)=O)cc3)c3ccccc23)cc1S(=O)(=O)NCC1CCCO1 (stereo not drawn) | 3 | -22 | 0 | -7 | 9 | 10 | -6 | -13 | -15 |
| O=C(Nc1nc2ccccc2s1)C1CC(=O)N(c2ccc(Cl)cc2)C1 (stereo not drawn) | -2 | 7 | 4 | -6 | -18 | -6 | -8 | 1 | 7 |

(list continues)
Second line of a record: PAD4 inh	GSTO1 inh	PAFAH1B3 inh	LYPLA1 inh	PREPL inhibitor	PAFAH2 inh	EBNA-1 inh	LYPLA2 inh	ZTA DNA inh
COc1cc(/C=C2/C(C)=C(C#N)c3nc(N)c(C#N)c(C)c32)ccc1OCC(=O)O
  -18	-11	·	0	14	·	5	0	-20
CCn1cnc2scc(-c3ccc(C)c(C)c3)c2c1=O
  -3	8	4	-1	0	-2	-6	-2	-4
Cc1cc(C)cc(NC(=O)c2ccc(S(=O)(=O)NCc3cccnc3)cc2)c1
  -2	0	-6	-2	5	7	-10	-8	-4
COC(=O)/N=C(/Cc1ccc(OC)cc1)c1ccc(OC)cc1
  -7	7	7	0	-5	3	-2	1	-2
O=C(NCCCN1CCOCC1)/C(=C/c1ccc(F)cc1)NC(=O)c1ccccc1
  -2	1	5	-4	-2	-1	-1	-3	-2
COCCNC(=O)Cn1nc(-c2ccc(C)cc2)c2ccccc2c1=O
  -6	5	8	-1	21	-3	8	-1	-2
CCOC(=O)c1cc(=O)c2ccc(OCC(=O)Nc3ccc(F)cc3)cc2o1
  0	8	2	1	-9	7	5	5	-7
COc1ccc(S(=O)(=O)Nc2ccc3c(c2)C(=O)N([C@@H](C)CO)C[C@H](C)[C@H](CN(C)S(=O)(=O)c2ccc(F)cc2)O3)cc1
  0	·	9	·	11	6	·	·	·
O=S(=O)(NCc1cn2ccsc2n1)c1ccc2c(c1)OCCO2
  0	6	0	1	-1	5	4	5	2
O=C(CSc1nccc(=O)[nH]1)c1ccccc1Br
  3	14	8	3	21	1	5	7	0
COCCNCCCCOc1ccccc1-c1ccccc1
  -6	2	1	2	1	0	-8	8	-16
CCOC(=O)CSc1nnc(CNC(=O)c2ccc(S(=O)(=O)N3CCCC3)cc2)n1C
  -2	1	3	-2	16	0	-12	0	-11
CCOc1ccc(CNC(=O)c2ccc3nc(N4CCOCC4)sc3c2)cc1
  1	9	6	-3	10	2	0	2	-4
Cn1c(N)c(C(=O)COC(=O)Cc2ccsc2)c(=O)n(C)c1=O
  -2	-2	-2	0	-2	-1	-16	5	0
O=C(Oc1ccc2ccccc2c1)c1ccccc1
  -3	2	13	0	13	-5	2	11	-6
CCC(=O)Nc1nc(C)c(-c2csc(Nc3cccc(C(=O)O)c3)n2)s1
  -4	8	9	0	6	-3	9	-7	-10
COc1ccc(NC(=O)CSCC(=O)Nc2ccccc2C(=O)N2CCCCC2)cc1
  1	·	-3	-2	-1	5	·	-5	6
CCc1cc2c(-c3ccccc3)cc(=O)oc2cc1OC(C)C(C)=O (stereo not drawn)
  -4	-5	3	-3	-7	1	-2	0	1
COC(=O)CC1C(=O)NCCN1C(=O)CSc1nc2ccc([N+](=O)[O-])cc2s1 (stereo not drawn)
  -8	24	7	3	8	1	0	6	-13
CC1(C)[C@@H](O)CC[C@]2(C)C3C(O)C=C4[C@H]5C[C@@](C)(CO)CC[C@]5(C)CC[C@]4(C)[C@]3(C)CC[C@@H]12 (stereo partly drawn)
  -2	1	2	-1	-4	-3	-4	-6	-9
CC1CN(C(=O)COC(=O)c2cc3ccccc3cc2O)CC(C)O1 (stereo not drawn)
  -3	·	6	·	24	0	·	·	·
CCn1c(=O)c2c(nc(SCC(=O)N3CCC(C)CC3)n2C)n(C)c1=O
  0	-3	6	-1	4	7	4	2	-5
c1cncc(-c2noc(CC3CCCCC3)n2)c1
  -5	-2	0	2	10	-11	-7	5	-6
CN(C)c1ccc(N=Cc2nc(-c3ccccc3)oc2OC(=O)c2ccccc2)cc1
  -3	2	0	0	21	5	-3	7	-6
O=C(Nc1nc2cc3c(cc2s1)OCCO3)c1cccc(N2C(=O)CCC2=O)c1
  -10	-1	0	-1	-6	-6	6	5	-22
